# M1 PAM parental – nonselective activator or artifact in parental CHO-K1 calcium assay. ATP EC20, Fluo-8 calcium fluorescence; 0% at ATP EC20, 100% at ATP max. activation, % at 3 µM. actives 0.02% (n = 360,000);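 active = activation above the run cutoff, the mean activation of all test compounds plus 3 SD, cut at about 40% in these data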;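 also: peak over basal fluorescence ratio in a 140 s read after ATP addition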
# CHO parental Ca – signal in parental CHO cells, OX1R antagonist counter-screen | parental CHO-K1, ATP-induced calcium, Fluo-8 fluorescence | inhibition, % at 5.6 µM | actives 0.63% (n = 330,000) | AID 463079;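 active = inhibition above that plate's mean sample inhibition plus 3 SD, cut at about 26% in these data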;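 also: 0% = ATP-challenged DMSO wells and 100% = DMSO wells without ATP; some compounds past the cut are filed as inactive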
#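 Measured by: calcium-sensitive Fluo-8 fluorescence / Test system: CHO parental line / Controls: ATP-challenged DMSO wells low, unchallenged DMSO wells high / Measure: % inhibition / Compound: single nominal dose of 5.6 µM per compound / Replicates: single well per compound, no replicates / Reagent: ATP as calcium-mobilizing challenge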
# GPR7 antagonist – blocks human GPR7 receptor signaling; GPR7-expressing cells, fluorescence antagonist assay; AID 1861; inhibition, % at 4.4 µM; actives 1.1% (n = 290,000); in the data active = inhibition above about 16%, passing the limit was not always enough;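 also: cells stimulated with the agonist NPW; 0% = agonist with vehicle and 100% = vehicle without agonist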
# OXTR agonist – activates the human oxytocin receptor | P30559 | CHO-OTR cells, Fluo-8 calcium fluorescence; normalized: DMSO 0%, oxytocin 100% | activation, % at 3 µM | actives 0.32% (n = 320,000);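 active = activation above the mean of all tested compounds plus 3 SD, cutoff set per screening run, cut at about 20% in these data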;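 also: peak over basal fluorescence ratio from a 100 s FLIPR kinetic read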
# Target sequence (P30559 whole entry, looked up): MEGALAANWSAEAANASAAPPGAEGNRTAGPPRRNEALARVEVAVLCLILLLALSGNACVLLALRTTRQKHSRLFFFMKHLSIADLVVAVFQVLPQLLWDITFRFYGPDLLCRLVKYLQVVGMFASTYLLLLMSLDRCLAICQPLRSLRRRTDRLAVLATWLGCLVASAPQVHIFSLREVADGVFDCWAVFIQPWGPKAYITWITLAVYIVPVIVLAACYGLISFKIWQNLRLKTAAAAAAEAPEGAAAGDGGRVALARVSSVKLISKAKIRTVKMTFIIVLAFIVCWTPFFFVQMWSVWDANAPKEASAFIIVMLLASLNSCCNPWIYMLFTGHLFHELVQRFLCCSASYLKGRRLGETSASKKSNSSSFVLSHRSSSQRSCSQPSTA
# TAAR1 antagonist – antagonists of human TAAR1. Q96RJ0. CHO RD-HGA16 TAAR1, Fluo-8 calcium fluorescence, antagonist. inhibition, % at 3 µM. actives 1.5% (n = 360,000). AID 624466;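 active = inhibition above a per-plate cutoff, the mean inhibition of test compounds on that plate plus 3 SD, cut at about 49% in these data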;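 also: 0% = DMSO plus EC80 beta-PEA response and 100% = DMSO alone without agonist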
#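 Test system: RD-HGA16 CHO cells with stable hTAAR1 and Gα16 / Probe or stimulus: EC80 β-phenethylamine stimulus / Times: seeding 17-24 h prior, 75-min 37 °C, 30-min RT dye loading / Detection: Fluo-8 calcium-sensitive fluorescence / Read-out basis: % inhibition scaled between DMSO and EC80 PEA controls / Repeats: singlicate, one well per test compound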
# CHO-K1 Ca antag – nonselective inhibitor or artifact in parental CHO-K1 cells; actives 0.6% (n = 360,000); ATP-induced calcium, Fluo-8 fluorescence; inhibition, % at 3 µM; AID 602250;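 active = inhibition above a per-plate cutoff, the plate's mean sample inhibition plus 3 SD, cut at about 24% in these data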;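 also: 0% = DMSO plus EC80 ATP and 100% = DMSO alone without ATP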
# V1R ag counter – V1a receptor agonism, counter-screen for OXTR agonists. AID 2797. CHO-V1R cells, Fluo-8 calcium fluorescence, agonist mode; 0% DMSO, 100% 3 nM vasopressin. activation, % at 3 µM. actives 0.25% (n = 320,000);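 active = activation above the mean activation of all tested compounds plus 3 SD, per screening run, cut at about 20% in these data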;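 also: signal is peak over basal fluorescence ratio across a 100 second FLIPR read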
# Target sequence (P37288 whole entry, looked up): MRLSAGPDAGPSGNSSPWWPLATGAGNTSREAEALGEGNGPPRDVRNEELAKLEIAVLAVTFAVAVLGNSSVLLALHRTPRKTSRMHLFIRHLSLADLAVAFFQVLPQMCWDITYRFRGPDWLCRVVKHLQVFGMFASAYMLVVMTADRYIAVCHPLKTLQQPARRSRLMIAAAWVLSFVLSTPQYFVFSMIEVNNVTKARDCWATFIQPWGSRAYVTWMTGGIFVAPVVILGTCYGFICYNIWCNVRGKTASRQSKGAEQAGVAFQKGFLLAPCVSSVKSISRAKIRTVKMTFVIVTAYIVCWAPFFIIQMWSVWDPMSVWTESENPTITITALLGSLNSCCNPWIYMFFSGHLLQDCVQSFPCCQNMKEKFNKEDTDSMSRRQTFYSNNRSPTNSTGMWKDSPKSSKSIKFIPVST
# OXTR potentiator – potentiates the human oxytocin receptor response | P30559 | actives 0.061% (n = 320,000) | CHO-OTR cells, Fluo-8 calcium fluorescence, potentiator mode; 0% = oxytocin EC15, 100% = EC100 | activation, % at 3 µM;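 active = activation above that plate's cutoff, the mean activation of tested compounds plus 3 SD, cut at about 6.6% in these data, passing the limit was not always enough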;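 also: 100% uses oxytocin at 75 nM as the full agonist control; some results filed as inactive read as strong as hits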
#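 test system = CHO-OTR cells, human receptor | compound = single-point 3.0 µM | schedule = 6 min compound pre-incubation at room temperature, 100 s kinetic read | signal = Fluo-8 no-wash calcium dye fluorescence, excitation 470-495 nm, emission 515-575 nm | repeats = single well per compound, singlicate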
# CHO-K1 Ca ag – counter-screen for M1 agonists: effect in parental CHO-K1 cells; Fluo-8 calcium fluorescence; scaled to maximal ATP response, vehicle zero; activation, % at 3 µM; actives 0.48% (n = 360,000); in the data active = activation above about 15%;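 also: untransfected CHO-K1 host cells lacking M1 receptor as counterscreen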
# The depositor's hits bear a star; / = no result given.
# Results follow in this order: M1 PAM parental, CHO parental Ca, GPR7 antagonist, OXTR agonist, TAAR1 antagonist, CHO-K1 Ca antag, V1R ag counter, OXTR potentiator, CHO-K1 Ca ag
O=C(N/N=C/c1ccc(OC(=O)c2ccco2)cc1)c1ccccn1
  6, -12, 6, -0.5, -1, -5, 0.6, -10, 0.8
CCc1nnc(/N=C/c2c(O)n(-c3ccc(Cl)cn3)c(=O)c3ccccc23)s1
  13, -19, 1, 0.9, 24, -2, 0.4, -6, 0.2
CCC1=[N+](C)c2cccc3cccc(c23)N1C
  11, -6, -17, 0.8, -9, -3, 1.1, -4, 0.0
COc1ccccc1/C=C(/CC(=O)NCc1ccc2c(c1)OCO2)c1nc2ccccc2s1
  11, -19, -4, -1.6, 30, -5, -0.6, -14, -0.1
C[C@H]1CN([C@@H](C)CO)C(=O)CCCn2cc(nn2)CO[C@@H]1CN(C)C(=O)Nc1ccc(-c2cccs2)cc1
  12, /, /, /, -20, 9, /, /, 0.4
c1ccc2sc(NC3=NCN(CCN4CCOCC4)CN3)nc2c1
  5, 0, 6, 2.4, -13, -1, 1.0, -13, 3.4
Cc1ccnc(NC(=O)c2ccccc2NC(=O)C(C)(C)C)c1
  13, -11, -12, -2.1, 5, -7, -1.1, -7, 0.4
O=C(N1CCCC1)C12CCC3CC(CC(C3)C1)C2
  12, 8, 5, -1.2, 13, 0, -0.3, -4, 0.4
COc1ccccc1-n1nc(C(=O)NCc2ccco2)c2ccccc2c1=O
  4, -21, -1, -2.0, 2, 1, -0.6, -6, 0.4
CC(=O)O[C@]1(C(C)=O)CC[C@H]2[C@@H]3C=CC4=CC(=O)C=C[C@]4(C)[C@H]3CC[C@@]21C
  23, -9, 22, -0.8, 4, -5, 1.0, -8, -0.2
CCC1(O)CC(C(=O)OC)=NN1C(=O)c1ccccc1 (stereo unspecified)
  7, -6, 12, -0.5, -2, -1, 9.4, -2, 0.0
CS(=O)(=O)c1ccc2nc(NC(=O)c3ccc(N4CCCC4=O)cc3)sc2c1
  15, -17, -15, 0.4, -11, -2, 1.2, -2, 0.2
COC(=O)Nc1c(C)n(C)n(-c2ccccc2)c1=O
  -8, -13, 2, 0.1, -8, 23, -0.8, 1, -0.1
CN(c1ccc(OCC(=O)Nc2ccc3[nH]c(=O)[nH]c3c2)cc1)S(=O)(=O)c1ccc(Cl)cc1
  27, -9, 1, -1.1, -4, -10, -0.8, -15, 1.3
COc1cc(/C=C(\C#N)C(=O)Nc2ccccn2)ccc1O
  -4, 2, -1, 2.2, 12, -10, 1.5, -2, 1.9

# Further compounds follow.
# Results follow in this order: M1 PAM parental, CHO parental Ca, GPR7 antagonist, OXTR agonist, TAAR1 antagonist, CHO-K1 Ca antag, V1R ag counter, OXTR potentiator, CHO-K1 Ca ag
COc1ccc(CC(=O)N[C@@H](CCSC)c2nc3ccccc3[nH]2)cc1
  25, -16, -10, -0.1, -3, -15, 0.4, 2, 1.6
COc1ccc(/C=C/C(=O)NC(CCSC)C(=O)O)cc1 (stereo unspecified)
  25, -2, -9, 1.1, 0, -24, -0.1, -6, 2.3
CC1CCc2cc(F)ccc2N1S(=O)(=O)c1ccc(Cl)nc1 (stereo unspecified)
  21, -23, -1, -2.2, -39, 2, -1.1, 0, 7.5
CCOC(=O)C1(Cc2cccc(F)c2)CCN(Cc2c(C)nn(CC)c2C)CC1
  -27, -32, -8, 0.8, 7, 5, -0.9, -2, 0.8
CCSc1nc(-c2ccc(OC)cc2)ccc1C#N
  15, -10, -25, -0.4, 25, -7, 1.5, -13, 1.6
NCCN1C(=O)S/C(=C\c2ccc3c(c2)OCO3)C1=O
  -3, 0, -1, 1.3, -9, -10, 0.9, -11, 2.3
NS(=O)(=O)c1ccc(Nc2nc(-c3cccc([N+](=O)[O-])c3)cs2)cc1
  0, 11, 7, -1.4, 55*, -2, -0.8, -7, 1.7
O=C(CN1CCN(c2cccc(C(F)(F)F)c2)CC1)NCc1ccccc1
  -20, -5, -2, -1.2, -26, 13, 0.3, 2, 0.6
CC(NC(=O)C12CC3(C)CC(C)(CC(C)(C3)C1)C2)C(=O)O (stereo unspecified)
  0, -8, -13, 0.8, -2, 17, 1.0, -10, 4.5
O=C(O)CSc1nnc(CNc2ccc(F)cc2)n1-c1ccccc1
  -8, -6, -16, 0.3, -26, -11, -0.1, -6, -0.2
COc1ccccc1C(=O)NNC(=O)CN(C)S(=O)(=O)c1ccc(Cl)cc1
  20, /, /, /, -12, -4, /, /, 2.4
CC1=NN(C(N)=S)C(=O)C1N=Nc1ccccc1[N+](=O)[O-] (stereo unspecified)
  11, /, /, /, -7, -12, /, /, 0.4
C=CCOc1ccc(CN(C)C(=O)CN2C(=O)c3ccccc3C2=O)cc1
  10, -5, -9, 0.4, 4, -2, 1.8, -8, 7.9
O=C(O)c1ccc(-c2sc(Nc3ccccc3)n[n+]2-c2ccc(F)cc2)cc1
  1, -12, 2, 0.4, /, 3, 0.1, 4, -0.2
CN1CCN(NS(=O)(=O)c2cccs2)CC1
  0, 0, -4, 0.2, 17, 6, -0.5, -2, -0.3

# Next part
# Results follow in this order: M1 PAM parental, CHO parental Ca, GPR7 antagonist, OXTR agonist, TAAR1 antagonist, CHO-K1 Ca antag, V1R ag counter, OXTR potentiator, CHO-K1 Ca ag
COc1cc(OC)c(C(=O)OCN2C(=O)c3ccccc3C2=O)cc1OC
  8, -11, -5, 0.8, -12, -13, 1.0, 1, 0.9
COc1cc(/C=N/n2c(-c3ccccc3)n[nH]c2=S)cc(OC)c1OC
  -30, -20, -13, -2.6, 13, 17, -2.3, -13, 0.4
Cn1nnc(NC(=S)NC(=O)c2ccc3ccccc3c2)n1
  13, /, /, /, -7, -5, /, /, 0.9
COC(=O)C1=C(C)NC(C)=C(C(=O)OC)C1C(=O)OCC(=O)N1CCCCC1C (stereo unspecified)
  -29, /, /, /, -14, 7, /, /, -0.2
COc1ccc(C(C)C)cc1-c1cccc2nncn12
  0, /, /, /, -18, 11, /, /, 3.4
Cc1cc(NS(=O)(=O)c2ccc(NC(=O)Cc3ccc([N+](=O)[O-])cc3)cc2)no1
  6, -5, -3, 0.0, 6, -12, 1.2, -10, 1.4
COc1ccc(CNC(=O)CN2C(=O)NC3(CCCc4sccc43)C2=O)cc1 (stereo unspecified)
  9, /, /, /, -24, -3, /, /, 1.6
CCOC(=O)NNC1CC(=O)N(c2ccccc2)C1=O (stereo unspecified)
  15, -5, -7, 7.2, 9, -5, 0.5, -4, -0.2
CC(N=C1NS(=O)(=O)c2ccccc21)C(=O)NCCCc1ccccc1 (stereo unspecified)
  24, 1, 10, 0.5, -14, -23, -0.4, -3, 1.3
Cn1cccc1CC(=O)N/N=C/c1ccc(Cl)c([N+](=O)[O-])c1
  5, 3, -13, 0.8, 10, 5, -0.5, -12, 11
CC(C)(C)NC(=O)C(c1ccc(F)cc1)N(Cc1ccccc1Cl)C(=O)c1ccn[nH]1 (stereo unspecified)
  18, -18, 0, -1.7, 7, -14, -0.6, -21, 0.0
COC(=O)c1nnn(-c2nonc2N)c1CSCCO
  15, -10, -13, 1.1, -9, -5, 1.0, -8, 0.2
CC(C)Cc1nnc(NC(=O)CC(=O)Nc2ccccc2C(=O)O)s1
  17, -10, -10, -0.1, -11, -12, 0.5, 2, -0.2
Cc1ccccc1Nc1nc2ccccc2n1C(C)C
  18, -3, -4, -1.2, -34, -10, 0.6, -6, 0.1
Cn1c(-c2ccccc2)cnc1N
  21, -3, -6, 1.6, -14, -14, 0.2, -3, 0.5

# (next part)
# Results follow in this order: M1 PAM parental, CHO parental Ca, GPR7 antagonist, OXTR agonist, TAAR1 antagonist, CHO-K1 Ca antag, V1R ag counter, OXTR potentiator, CHO-K1 Ca ag
CCn1cc(CNC(=O)C2CCC(=O)N(Cc3ccccc3F)C2)cn1 (stereo unspecified)
  27, -7, -15, -0.1, -11, -26, -0.1, -1, 1.6
COC(=O)c1[nH]c(C)c(/C(O)=C2\C(=O)C(=O)N(CCN3CCOCC3)C2c2ccc(C)o2)c1C (stereo unspecified)
  16, -25, 0, 1.3, -12, -14, 0.9, 4, 0.8
COc1ccc(C(=O)NCCS(=O)(=O)NCc2ccc(C)cc2)cc1
  3, 4, /, -2.0, 0, 4, 0.8, -5, 0.6
CCOC(=O)c1ccc(NC(=O)CSC(=S)N2CCOCC2)cc1
  8, -5, -5, -0.8, 11, -2, 3.0, -13, 1.8
Cc1cccc(C(=O)Nc2ccccc2C(=O)NCc2ccco2)c1
  -28, -17, -10, -1.1, 27, 8, 0.8, 1, 1.3
COc1ccc(C(=O)CC(=O)C(=O)Nc2ccc(C)cc2Cl)cc1
  -1, -7, 9, -0.2, -12, -4, 0.5, -14, 0.2
COc1ccc(C2=NN(CCC(=O)NC3CCCCCC3)C(=O)CC2)cc1
  -2, -16, -3, -3.1, -15, -13, -1.9, 1, -0.7
CCc1cc(C(=O)Nc2cc(S(=O)(=O)N3CCOCC3)ccc2N2CCN(CC)CC2)sc1C
  -4, /, /, /, -14, -6, /, /, 1.1
C[C@H](CO)N1C[C@H](C)[C@@H](CN(C)C(=O)Nc2ccc(C(F)(F)F)cc2)Oc2ccc(NS(=O)(=O)c3cn(C)cn3)cc2C1=O
  8, -5, /, 1.7, 7, -5, 1.3, 4, 0.0
Cc1ccc(C(=O)NNC(=O)C(NC(=O)c2cccc(C)c2)C(C)C)cc1 (stereo unspecified)
  2, -12, /, -1.0, 9, -3, -0.8, -4, -0.4
COC(=O)C1=C(C)N(C)C(C)=C(C(=O)OC)C1c1ccc(F)c(Br)c1
  26, -23, -14, -2.4, 25, -25, 0.8, -2, 1.5
C/C(=N\NC(=O)C1(C)CC1(Br)Br)c1cccc(NC(=O)C(C)(C)C)c1 (stereo unspecified)
  11, -21, -3, -0.1, 10, -1, 0.7, -1, 3.6
Cn1c(NCc2ccccc2F)nc2cc(-c3cccc(C(F)(F)F)c3)sc2c1=O
  -2, /, /, /, -19, -6, /, /, -0.1
COc1ccc(-c2n[nH]c(=S)n2/N=C/C=C\c2ccccc2OC)cc1
  32, -15, 11, -0.4, -7, -16, -0.2, -5, 0.7
Cn1cc(C(=O)NCc2ccc(F)cc2)cn1
  6, -8, -2, 1.1, -9, -15, 1.9, -2, 0.1
O=C(Nc1cccnc1Cl)c1ccc(=O)oc1
  23, 3, -7, 0.8, -6, -11, 0.7, -5, 2.0
CCn1c(NCc2cc(Br)ccc2NS(=O)(=O)c2ccc(C)cc2)nc2ccccc21
  17, -4, -13, 0.5, 13, -16, 0.6, -19, 0.7

# Sorted by the number under GPR7 antagonist (smallest number first): some entries from above
Compound	GPR7 antagonist
CC(NC(=O)C12CC3(C)CC(C)(CC(C)(C3)C1)C2)C(=O)O (stereo unspecified)	-13
C=CCOc1ccc(CN(C)C(=O)CN2C(=O)c3ccccc3C2=O)cc1	-9
NCCN1C(=O)S/C(=C\c2ccc3c(c2)OCO3)C1=O	-1

# Source: PubChem (The Scripps Research Institute Molecular Screening Center)
